Compound activity from PubChem BioAssay.
ERK EGF inh = blocks ERK signaling stimulated by EGF. HEK293-V1b, EGF-stimulated phospho-ERK AlphaScreen. AID 1454. hit rate 0.41% among 130,000. Potency, µM (doses to about 11.5 µM), without a hit: at the top dose activity change, negative = inhibition, hits mostly inhibitors; active = well fitted inhibition curve with a large enough effect; inconclusive = small, poorly fitted or top-dose-only effect, or effect the other way;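 also: plate controls were stimulated vehicle wells for no effect and unstimulated vehicle basal for full effect; nearly all actives have a fitted effect of over 55% in size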
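Concentration-response of compounds against EGF-driven ERK phosphorylation in V1b-expressing HEK293 cells; 30 min preincubation, 5 min EGF, AlphaScreen detection; Normalized to DMSO basal and 25 nM EGF.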
Numbers without * were called inactive; u = inconclusive; [ ] = remark or other dose. Potency is read from the fitted curve at half-maximal effect. These rows are one share of the data; rates above refer to the full screens.

SMILES	ERK EGF inh
CCN1CCN(c2cc(C)c3cc(NC(=S)N4CCCC(C)C4)ccc3n2)CC1 (centres undefined)	4.1%
CCc1cc2c(SCC(=O)N3CC(=O)Nc4ccccc43)ncnc2s1	1.0%
O=C(NCc1ccncc1)C(=O)N/N=C/c1ccccn1	3.9%
CN(C)c1ccc(NS(=O)(=O)c2ccc(Cl)cc2)cc1	-0.5%
O=C(Oc1ccc(N(Cc2cccs2)C2=NS(=O)(=O)c3ccccc32)cc1)c1ccco1	6.6%
O=C1CC(N2CCN(Cc3ccc(Cl)cc3)CC2)C(=O)N1CCc1ccccc1 (centres undefined)	0.8%[57.5 µM]
Cc1nnc(SCC(=O)NC(=O)NC(C)C)s1	0.0%
Cc1ccccc1Nc1nnc(SCC(=O)c2c(N)n(C)c(=O)n(C)c2=O)s1	-0.5%
Cc1ccc(NC(=O)C(=O)NCCc2c[nH]c3ccccc23)c(C)c1	1.1%
COc1ccc(S(=O)(=O)n2nc(-c3cc(OC)c(OC)c(OC)c3)cc2N)cc1OC	6.5%
CC1CN(c2nc3ccccn3c(=O)c2/C=C(\C#N)C(N)=O)CC(C)O1 (centres undefined)	1.3%[57.5 µM]
N#Cc1cccc(NC(=O)N2CC[C@@]3(CCCN(C(=O)c4ccncc4)C3)C2)c1	-11.8%
COC(=O)c1cn(NC(=O)Cc2ccccc2Br)c(=O)c2ccccc12	0.1%
CCOC(=O)c1c(C)cc(C)[nH]c1=O	-10.3%
Cn1cc(S(=O)(=O)NCCc2ccccc2)c(=O)n(C)c1=O	2.0%[57.5 µM]
O=C(Cc1ncon1)Nc1ccc(F)c(F)c1F	0.3%[57.5 µM]
O=C(Cn1c(=O)c2sccc2n(Cc2ccc([N+](=O)[O-])cc2)c1=O)NCCc1ccccc1	-5.7%
C[C@@H](O)CCC[C@H](O)/C=C/[C@@H]1[C@@H](C/C=C\CCCC(=O)O)[C@@H](O)C[C@H]1O	-11.5%
C/C(=N/NC(=O)CNC(=O)C(c1ccccc1)c1ccccc1)c1ccco1	5.1%[57.5 µM]
CCOP(=O)(OCC)C(NC(=O)Nc1ccc(C)c(Cl)c1)c1ccccc1 (centres undefined)	-1.4%
CNCC(=O)N1CCN(c2ncc(C(F)(F)F)cc2Cl)CC1	-0.6%
CC(C)C[C@@H](CC(=O)N[C@@H](CCC(=O)O)CC(=O)O)NC(=O)[C@@H]1CNCC[C@H]1NC(=O)C[C@H](CCCN)NC(=O)C[C@H](Cc1c[nH]c2ccccc12)NC(=O)[C@@H]1CNCC[C@H]1N	0.1%
CCOC(=O)n1c(=O)oc2cc(S(=O)(=O)N3CCCCC3)ccc21	6.8%
Cc1cc(CNC(=O)c2cc(COc3c(F)cccc3F)on2)nn1C	-0.9%
Cc1ccccc1C(=O)Nc1ccccc1N1CCCCC1	19.6%
COC(C)(C)[C@H](O)COc1c2ccoc2cc2oc(=O)ccc12	-13.7%
COc1ccccc1C(=O)NNC(=O)C(=O)NC(C)C	1.8%
COc1ccc(NC(=O)C(NC(=O)CC2NC(=O)NC2=O)c2ccccc2)cc1 (centres undefined)	5.9%
COc1ccccc1C(=O)N(NC(=O)Oc1ccccc1)C(C)(C)C	-3.2%
CN(C)CCN(C(=O)c1ccc(S(=O)(=O)N(C)c2ccccc2)cc1)c1nc2cc3c(cc2s1)OCCO3	u
C=CCN1C(=O)C(Cc2ccc(SC(F)F)cc2)SC1=Nc1ccc(C(=O)O)cc1 (centres undefined)	9.9%
COC(=O)c1cc(C(=O)c2cc(F)ccc2O)cn2c(=O)c3c(C)c(C)sc3nc12	u
COc1ccc(Nc2nnc(SC(C(=O)Nc3ccc(OC)c(Cl)c3)c3ccccc3)s2)cc1 (centres undefined)	5.9%
CCOc1ccc(CCNC(=O)CSCc2ccc(C)cc2)cc1OCC	11.8%
Cc1ccccc1Oc1cc(-n2ncc(Cl)c(Cl)c2=O)ncn1	u
Cc1nn(C)c(C)c1CN(C(=O)CCc1nnc(Cc2c[nH]c3ccccc23)o1)C(C)C	-3.9%
Cc1cccc(NC(=S)N/N=C(\c2ccccc2)C(C)C)c1	-4.5%
CCSc1nc2ccccc2c(=O)n1C1CCOC(C)(C)C1 (centres undefined)	-5.1%
CCOC(=O)c1c(C)nc2ccc(Cl)cc2c1-c1ccccc1	1.3%
CCCc1nnc(NC(=O)CSc2nc3ccccc3[nH]2)s1	3.1%
O=C(N/N=C\c1ccc(OC(=O)c2ccco2)cc1)c1ccc(Cl)cc1	6.6%
FC(F)(F)c1cnc(C(c2ccccn2)c2ncn[nH]2)c(Cl)c1 (centres undefined)	-1.7%
COc1ccc(C(NC(=O)C(C)C)c2c(O)ccc3ccccc23)cc1 (centres undefined)	4.0%
COc1ccc(OC)c(C(=O)c2ccccc2)c1	1.0%
Cc1ccc(Nc2nc(-c3ccccc3)c(CC(=O)O)s2)cc1	-0.2%
COc1cc(OC)cc(-c2cc(NC(C)=O)n[nH]2)c1	-0.3%
O=S1(=O)CCN(C(CO)c2ccccc2)CC1 (centres undefined)	0.9%
COc1cccc(C(=O)N2N=C(c3ccccn3)CC2(O)C(F)(F)F)c1 (centres undefined)	-14.6%[57.5 µM]
C[C@H]1O[C@@H](O[C@H]2[C@@H](O)C[C@H](O[C@H]3[C@@H](O)C[C@H](O[C@H]4CC[C@@]5(C)[C@H](CC[C@@H]6[C@@H]5C[C@@H](O)[C@]5(C)[C@@H](C7=CC(=O)OC7)CC[C@]65O)C4)O[C@@H]3C)O[C@@H]2C)C[C@H](O)[C@@H]1O	-11.3%
CCOC(=O)COc1ccc(C(=O)CC)cc1OC	-14.5%

Next part:
SMILES	ERK EGF inh
CCN(CC)CCNC(=O)/C(=C/c1cn(CC)c2ccccc12)NC(=O)c1cc(OC)c(OC)c(OC)c1	0.2%
COc1ccc2nc(NC(=O)c3cccs3)sc2c1	11.0%[57.5 µM]
O=C(NCc1ccc2c(c1)OCO2)NC12CC3CC(CC(C3)C1)C2	-11.1%
COCCNC(=O)/C(C#N)=C/c1cc(C(C)C)c(OC)cc1C	-8.0%
O=C(c1ccco1)N(CCC(c1ccccc1)c1ccco1)Cc1ccccc1 (centres undefined)	-0.6%
COc1cc(O)sc1C=Nc1ccc(Cl)cc1	-4.0%
COc1ccc(C(=O)NC(C)c2ccccc2)cc1Br (centres undefined)	-1.8%
O=C(NCc1ccc(Cl)cc1)c1ccc(-c2ccccc2C(F)(F)F)o1	-17.0%
Cc1cc(Cl)c(OCCCN(C)C)c(Br)c1	2.1%
COc1ccc(NC(=O)C(=O)NNC(=O)c2cccs2)cc1	-2.5%
CCc1c(C)sc(NC(=O)/C=C/c2ccc3c(c2)OCO3)c1C(=O)OC	1.2%
O=C(O)COc1ccccc1C(Nc1ccccn1)c1cc(Cl)c2cccnc2c1O (centres undefined)	1.3%
COc1ccc([N+](=O)[O-])cc1N(CC(=O)N1CCOCC1)S(C)(=O)=O	1.0%
COc1ccc(/C=N/Nc2nc3ccccc3c(=O)n2-c2ccccc2)cc1OC	8.4%
O=C(CC(Nc1ccccc1)c1ccc(F)cc1)c1ccccc1 (centres undefined)	13.0%
CC(Cc1ccccc1)NC(=O)c1ccc([N+](=O)[O-])cc1 (centres undefined)	2.3%
CCC1N=C(SC)NC(C)=C1C(=O)c1ccccc1 (centres undefined)	-2.1%
COc1ccc2nc(NC(=O)CCc3cc(OC)c(OC)c(OC)c3)sc2c1	-14.0%
CCN(c1ccccc1)S(=O)(=O)c1ccc(Cl)c(NC(=O)CSc2n[nH]c(N)n2)c1	7.5%
Cc1[nH]n(-c2cccc(Cl)c2)c(=O)c1C=NCc1ccco1	5.5%
COc1ccc(C(=O)N/N=C/c2cn[nH]c2-c2ccc(OC)cc2OC)cc1	1.6%
CCCc1cc(=O)c2ccc(OC/C(C)=N/O)cc2o1	-5.1%[57.5 µM]
COCCn1c(=O)c(-c2ccc(OC)cc2)nc2cnc(Nc3cccc(OC)c3)nc21	2.6%
Cc1nn(-c2cccc(C(F)(F)F)c2)c(Cl)c1/C=N/Nc1cccc(C(=O)O)c1	9.8%
C=CCNC(=O)c1ccc2c3n(nc2c1)-c1ccccc1CO3	-7.8%[57.5 µM]
COc1ccc(-n2c(=O)c(C)nc3cnc(Oc4cccc(Cl)c4)nc32)cc1	-7.8%
COc1ccccc1CNC(=O)CSc1ccccc1	-10.3%
Nn1c(Nc2ccccc2)nc2sc3c(c2c1=O)CCCC3	-8.2%
c1ccc(-c2nc3c([nH]2)CCc2nonc2-3)cc1	4.0%
CCN(Cc1ccccc1)C(=O)C1CCN(Cc2ccc(SC)cc2)CC1	-3.4%
CC(C)=C(NC(=O)c1ccccc1Br)C(=O)NCCc1nc2ccccc2[nH]1	-8.8%[57.5 µM]
CCNC(=O)NC(=O)CN(C)c1ccccc1	-6.1%
Cc1ccc(C)c(NC(=S)N2CCN(CCO)CC2)c1	10.5%
Cc1cc(C)cc(NC(=S)N2CCN(c3ccc(F)cc3)CC2)c1	-9.8%
COc1cccc(N2C(=O)C3CCCN3C2c2cccs2)c1 (centres undefined)	0.3%[57.5 µM]
Cc1ccc(NC(=O)C2CC(=O)N/C(=N/NC(=O)c3ccc(C)cc3)S2)cc1 (centres undefined)	-8.3%
Cc1ccccc1-c1cncnc1Nc1ccc(F)cc1	11.4%
O=C(CCS(=O)(=O)c1ccc(Br)cc1)Nc1cc(F)ccc1F	-6.2%
O=C(c1cc(-c2ccccc2)on1)N1CCc2ccccc2C1	-15.1%
COc1ccccc1N(C(=O)CCl)c1cn(C(C)=O)c2ccccc12	0.5%[57.5 µM]

In a second layout: 15 of the compounds above.
SMILES | ERK EGF inh
CCCc1cc(=O)c2ccc(OC/C(C)=N/O)cc2o1 | -5.1%[57.5 µM]
COCCn1c(=O)c(-c2ccc(OC)cc2)nc2cnc(Nc3cccc(OC)c3)nc21 | 2.6%
Cc1nn(-c2cccc(C(F)(F)F)c2)c(Cl)c1/C=N/Nc1cccc(C(=O)O)c1 | 9.8%
C=CCNC(=O)c1ccc2c3n(nc2c1)-c1ccccc1CO3 | -7.8%[57.5 µM]
COc1ccc(-n2c(=O)c(C)nc3cnc(Oc4cccc(Cl)c4)nc32)cc1 | -7.8%
COc1ccccc1CNC(=O)CSc1ccccc1 | -10.3%
Nn1c(Nc2ccccc2)nc2sc3c(c2c1=O)CCCC3 | -8.2%
c1ccc(-c2nc3c([nH]2)CCc2nonc2-3)cc1 | 4.0%
CCN(Cc1ccccc1)C(=O)C1CCN(Cc2ccc(SC)cc2)CC1 | -3.4%
CC(C)=C(NC(=O)c1ccccc1Br)C(=O)NCCc1nc2ccccc2[nH]1 | -8.8%[57.5 µM]
CCNC(=O)NC(=O)CN(C)c1ccccc1 | -6.1%
Cc1ccc(C)c(NC(=S)N2CCN(CCO)CC2)c1 | 10.5%
Cc1cc(C)cc(NC(=S)N2CCN(c3ccc(F)cc3)CC2)c1 | -9.8%
COc1cccc(N2C(=O)C3CCCN3C2c2cccs2)c1 (centres undefined) | 0.3%[57.5 µM]
Cc1ccc(NC(=O)C2CC(=O)N/C(=N/NC(=O)c3ccc(C)cc3)S2)cc1 (centres undefined) | -8.3%

(next part)
SMILES	ERK EGF inh
COc1ccc(C(=O)NN2CC(O)=C(c3nc4ccccc4n3C)C2=N)cc1OC	3.6%
COc1ccc(C(=O)C2CCCN(C(=O)c3cccnc3OC)C2)c(C)c1 (centres undefined)	-2.6%
Fc1ccc(COc2cccc(CNCc3ccncc3)c2)cc1	10.4%
CC(C)(C)Nc1c(-c2cccs2)nc2ccccn12	-6.7%
C=CCc1ccc(OCCCCN2CC(C)CC(C)C2)c(OC)c1 (centres undefined)	-0.3%
CC1=C(C#N)C(NC(=O)c2ccccc2Cl)(C(F)(F)F)C(=O)N1 (centres undefined)	5.2%
CCOC(=O)C(CC)Sc1cc(C)nc2ccc(OC)cc12 (centres undefined)	-11.9%
COc1cc(C(=O)N/N=C/c2sc(N3CCOCC3)nc2-c2ccccc2)cc(OC)c1OC	-3.6%
COc1ccccc1/C=C/[C@@H]1C[C@H]2CN(Cc3cccc(Cl)c3)C(=O)[C@]23CCCN13	6.7%
Cc1ccc(C(=O)N2CCN(CCNC(=O)C(=O)NC(C)C)CC2)cc1	1.9%
O=C(Nc1ccccc1)N1CCCN(c2ccc(C(F)(F)F)cn2)CC1	6.7%[57.5 µM]
CN[C@@H]1[C@H](O[C@@H]2O[C@H](CO)[C@@H](N)[C@H](O)[C@@H]2O)O[C@H]2C[C@@H](N)[C@@H](O[C@H]3[C@@H](O)[C@H](O)[C@H](N)C[C@@H]3N)O[C@H]2[C@H]1O	11.0%[25.7 µM]
COc1cc(Cl)c(CC(=O)c2c[nH]c3ccccc23)cc1OC	2.9%[57.5 µM]
O=C(NCc1nnc(SCC(=O)N2CCCc3ccccc32)n1-c1ccccc1)c1cccc2ccccc12	0.7%
O=C(CSc1nc2ccccc2s1)NCCOc1ccccc1	-2.1%
CS(=O)(=O)N1N=C(c2ccco2)CC1c1ccccc1Cl (centres undefined)	6.5%[57.5 µM]
CC(C)CNC(=S)N1CCC(NC(=O)c2ccco2)CC1	-1.0%
CC(C)(C)C(=O)NC(=S)Nc1ccccc1C(=O)NC1CCCCC1	-11.8%
COc1ccc(NC(=S)Nc2cccc(C(C)=O)c2)cc1OC	-5.9%
Fc1ccc(-n2ncc3c(SCc4cccnc4)ncnc32)cc1	-8.5%
COc1cc(SC)ccc1C(=O)N1CCN(c2ccccc2OC)CC1	-4.4%
Cc1ccc(CN2CCSc3ccc(C(=O)NCc4ccco4)cc32)cc1	-1.0%
CCOC(=O)c1sc2nc(C)nc(NCCc3ccccn3)c2c1C	-7.5%
CC(C)NCC(O)COc1ccc2c(c1)CCC2 (centres undefined)	-1.1%
CCCOc1ccc(/C=N/Nc2ccccc2[N+](=O)[O-])c(O)c1	u
COC(=O)C1=C(C)Nc2nc3ccccc3n2C1c1ccccc1F (centres undefined)	-7.2%[57.5 µM]
C[C@H](NC(=O)[C@@H]1CCC(=O)N1Cc1ccco1)c1ccccc1	5.3%[57.5 µM]
